GLS inhibitor: qHTS for Inhibitors of Glutaminase (GLS). Glutaminase kidney isoform, mitochondrial (Homo sapiens), O94925. GLS enzymatic activity, qHTS titration. Potency, µM (doses to about 45.5 µM), for the others: at the top dose activity change, negative = inhibition, actives largely listed as inhibitors. actives 0.21% (n = 410,000). AID 624170, 2012; active means well fitted inhibition curve with a large enough effect; inconclusive means small, poorly fitted or top-dose-only effect, or another doubt; inactive means no such curve, though single readings can be large or run the other way; further: potency means the concentration at half of the fitted maximal effect
Target sequence (O94925 whole entry, looked up, canonical isoform): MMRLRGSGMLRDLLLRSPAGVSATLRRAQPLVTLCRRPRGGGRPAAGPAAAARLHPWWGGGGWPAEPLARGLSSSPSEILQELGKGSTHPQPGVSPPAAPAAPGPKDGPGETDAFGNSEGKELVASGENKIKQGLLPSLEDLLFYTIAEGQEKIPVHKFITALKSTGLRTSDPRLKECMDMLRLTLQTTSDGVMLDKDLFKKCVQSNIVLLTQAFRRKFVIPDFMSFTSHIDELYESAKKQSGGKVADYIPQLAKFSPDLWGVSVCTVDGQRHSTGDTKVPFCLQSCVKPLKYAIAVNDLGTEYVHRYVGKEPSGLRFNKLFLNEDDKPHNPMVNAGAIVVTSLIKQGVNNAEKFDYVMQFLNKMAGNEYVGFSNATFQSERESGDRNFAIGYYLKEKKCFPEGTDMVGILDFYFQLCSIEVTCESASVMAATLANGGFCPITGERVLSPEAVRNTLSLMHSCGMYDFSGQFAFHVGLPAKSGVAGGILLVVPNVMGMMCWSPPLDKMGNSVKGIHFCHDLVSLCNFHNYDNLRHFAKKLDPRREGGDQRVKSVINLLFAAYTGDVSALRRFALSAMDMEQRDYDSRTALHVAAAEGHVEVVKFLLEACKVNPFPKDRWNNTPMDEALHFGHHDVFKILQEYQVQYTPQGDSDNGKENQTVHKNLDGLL
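Glutamate formation by hKGA was monitored fluorometrically using coupled glutamate oxidase, HRP and Amplex Red. Substrate was added as 1 mM L-glutamine solution; incubation was 30 min at RT after an initial read.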
PI4K2A inh: qHTS for small molecular inhibitors of PI4K2A. Phosphatidylinositol 4-kinase type 2-alpha (Homo sapiens), Q9BTU6. purified PI4K2A, ADP-Glo luminescence, 1 h; stronger effect = lower value. activity change, negative = inhibition, % at 76.9 µM. actives 0.13% (n = 420,000); in the data active means activity change below about -50%; inconclusive means mostly about -30% to -49%;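 further: -100% = wells without enzyme as full effect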
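PI4K2A activity was measured by ADP-Glo luminescence: enzyme (4 ug/mL stock) and phosphatidylinositol (1.2 mM stock) in Tris pH 7.5/MgCl2/EGTA/Triton X-100 buffer were reacted with ATP (300 microM stock) for one hour at ambient temperature.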
An asterisk follows results filed as active; u = inconclusive. Unless noted, on the % scale 0 is the no-effect control and ±100 the full control effect. Some of the compounds tested. The share of hits here may be higher or lower than overall.

Structure	GLS inhibitor	PI4K2A inh
CC1=C(C(=O)N(C(C)C)C(C)C)CC(CC(=O)NCc2ccco2)C(=O)N1CCCN1CCCC1=O (centres undefined)	-1.6%	-1.1
CCc1ccc2c(F)cccc2n1	2.3%	-0.4
OC(c1ccc(F)cc1)c1nc(-c2ccccc2)cs1 (centres undefined)	15.6%	-3.2
CC(C)C[C@H]1CN(CCCC[C@@H]2CNC(=O)C(=O)N2CC2CCCCC2)C(=O)C(=O)N1Cc1ccccc1	0.1%	3.6
Cc1cccc(CN2CCN(C3CN(Cc4cn(Cc5ccc(Cl)cc5)nn4)S(=O)(=O)C3)CC2)c1 (centres undefined)	-13.1%	1.3
CC1(C(=O)NCc2cccnc2)CCN1C(=O)c1cccc(F)c1 (centres undefined)	3.6%	0.8
COCc1cn(-c2nc3ccccc3s2)nn1	1.7%	0.4
COCCCNC(=O)c1csc([C@@H]2O[C@H](CO)[C@H](O)[C@H](O)[C@H]2O)n1	14.4%	2.2
CCNC(=O)C1(C)CCN(C(=O)c2c(F)cccc2F)C1 (centres undefined)	0.2%	-2.5
CCCCCCN1CCN(C2CN(Cc3cn(Cc4ccc(Cl)cc4)nn3)S(=O)(=O)C2)CC1 (centres undefined)	8.6%	-5.3
COc1ccc(-c2ccc(C(=O)N3CCN(C)CC3)c3occc23)c(C)c1	-6.7%	-3.0
CN(Cc1ccccc1)C(=O)c1ccc(Nc2nc(C(N)Cc3ccc(C(F)(F)F)cc3)cs2)nc1 (centres undefined)	14.8%	-3.3
CC(=O)NC(c1ccccc1)c1nc(-c2ccccc2C)cs1 (centres undefined)	-1.2%	5.1
CCCS(=O)(=O)NC(=O)C1(C)CCCN(C(=O)c2cc(C)on2)C1 (centres undefined)	-15.1%	1.4
CN(C)C(=O)c1cccc(-c2ccc3nncn3c2)c1	-0.3%	-9.6
O=C(C1=NOC2(C1)C(=O)N(Cc1ccccc1)c1ccccc12)N1CCOCC1 (centres undefined)	-9.4%	3.2
Cc1cc(C)c(C(O)c2ncc(-c3cccc(F)c3)[nH]2)c(C)c1 (centres undefined)	3.0%	-2.7
CCOC(CNC(=O)c1[nH]c(C(F)(F)F)nc1-c1ccccc1)OCC	0.1%	0.1
CNc1cnc(-c2ccc(C(=O)N3CCOCC3)cc2)cn1	-5.7%	-4.1
Fc1cccc(F)c1C(Nc1nncs1)Nc1nncs1	1.9%	5.3

One compound at a time (already shown).
Results for Cc1cc(C)c(C(O)c2ncc(-c3cccc(F)c3)[nH]2)c(C)c1 (centres undefined) : GLS inhibitor = 3.0%; PI4K2A inh = -2.7
Results for CCCCCCN1CCN(C2CN(Cc3cn(Cc4ccc(Cl)cc4)nn3)S(=O)(=O)C2)CC1 (centres undefined) : GLS inhibitor = 8.6%; PI4K2A inh = -5.3

Carrying on:
Structure	GLS inhibitor	PI4K2A inh
COCCNC(=O)C1(C)CCCN(Cc2cc(C)ccc2C)C1 (centres undefined)	2.7%	-3.6
COc1ccc(-c2nc3ccc(Cl)cn3c2Cc2ccsc2)cc1OC	1.6%	-2.9
O=C(Nc1ccc2c(c1)OCCO2)C(C1CC1)N1CCN(C/C=C/c2ccccc2)CC1 (centres undefined)	11.8%	-2.7
Cc1cc(Br)cn2c(Cc3cccc(F)c3)c(-c3cccc(Br)c3)nc12	-2.5%	-1.6
CCNc1nc(-c2sc(NC(=O)C(C)(C)C)nc2C)c(-n2cc(-c3ccccc3)nn2)s1	-2.7%	1.7
CC1(C(=O)NS(=O)(=O)C2CC2)CCCN(C(=O)COc2ccccc2)C1 (centres undefined)	-2.8%	1.6
CCCc1cnc(Nc2nc(C(N)Cc3ccc(C(F)(F)F)cc3)cs2)nc1 (centres undefined)	-1.5%	4.0
CC(C)c1ccc(NC(=O)C2Cc3c(-c4ccco4)ccnc3O2)cc1 (centres undefined)	-18.5%	3.6
CC(C)C[C@H]1CN([C@@H](Cc2ccccc2)CN2CCC[C@H]2CN2C(=O)C(=O)NC[C@@H]2Cc2ccc(O)cc2)C(=O)C(=O)N1CCc1ccccc1	3.3%	1.3
Nc1ccn([C@@H]2O[C@H](C(=O)N3CCN(Cc4ccccn4)CC3)[C@@H](O)[C@H]2O)c(=O)n1	-0.3%	1.9
CC1(C(=O)Nc2cccc(C#N)c2)CCN1C(=O)C/C=C/c1ccccc1 (centres undefined)	6.4%	0.3
COc1cc(OC)cc(-c2noc(-c3csc([C@@H]4O[C@H](CO)[C@H](O)[C@H](O)[C@H]4O)n3)n2)c1	4.4%	-6.9
COc1ccccc1NC(=O)Nc1nc(C(N)CC(C)C)cs1 (centres undefined)	-1.6%	3.2
O=c1[nH]c(=S)[nH]c2c1C(c1ccc(F)cc1)OC(CCc1ccccc1)C2 (centres undefined)	1.2%	-1.2
Cc1ccc(C2CC(c3ccccc3)=NN2c2ccc(S(N)(=O)=O)cc2)cc1 (centres undefined)	8.3%	1.5
CC(C)NC(=O)C1(C)CCN1C(=O)c1cccc(Cl)c1 (centres undefined)	-7.3%	3.0
CC(=O)Nc1ccc(-c2ccnc3c2CC(C)(C(=O)NCc2ccc(F)c(F)c2)O3)cc1 (centres undefined)	-1.1%	-3.3
CCOC(=O)[C@]12CCCC=C1N(Cc1ccco1)C(=O)[C@H](CC(=O)NCCCN1CCCC1=O)C2	3.3%	1.0
CCCNC(=O)c1cc(C2CCCN(C(=O)c3ccc4c(c3)CCO4)C2)on1 (centres undefined)	6.6%	-2.6
CCc1nc2c(OCc3ccccc3C(=O)OC)cccn2c1N(C)C(=O)c1ccncc1	5.9%	-7.7
COc1cccc(C(O)c2ncc(-c3ccccc3OC)[nH]2)c1 (centres undefined)	1.5%	-1.4
CCCCNc1c(-c2cc3ccccc3o2)nc2nc(C)cc(C)n12	11.6%	3.7
CCNC(=O)C1(C)CCCN(Cc2ccc(-c3ccccc3)o2)C1 (centres undefined)	7.8%	-7.7
CC(=O)NCCNc1nc(NC(C)C)nc2cc(-c3ccccc3)sc12	-0.8%	4.5
O=C(Nc1ccccc1)c1ccccc1Br	u	-3.5
Cc1cc2nc(-c3ccccc3)c(Cc3cccc(F)c3)n2c(C)c1Br	-13.1%	-8.3
COc1ccc(-c2sc3ccccc3c2-c2ccc(OC)cc2F)cc1	3.2%	-2.3
CCOC(=O)C1(C)CCCN1C(=O)c1cccs1 (centres undefined)	-2.6%	-2.1
CCc1nc2ccc(C(=O)Nc3cccc(NS(C)(=O)=O)c3)cn2c1N(C)C(=O)c1cccc(OC)c1	2.6%	0.8
c1ccc(CNc2nc(NCc3ccccc3)c3sccc3n2)cc1	8.6%	4.7
Cc1cc(F)ccc1-c1cc(C(=O)NCc2ccco2)[nH]n1	4.9%	-4.6
CC1(C(=O)NS(=O)(=O)c2ccc(Cl)s2)CCN1C(=O)C1(c2ccccc2)CCCC1 (centres undefined)	8.2%	-4.1
Cc1ccccc1-c1cc2nc(NCCN3CCNC3=O)n(C)c(=O)c2s1	6.8%	-10.0
CC(=O)c1cccc(-c2cnc3c(NC=O)cc(-c4ccc(N5CCN(C)CC5)cc4)cn23)c1	9.7%	-0.3
CCCc1nc2ccc(C(=O)OC)cn2c1Cc1ccccc1C(F)(F)F	-0.2%	-29.2
COc1ccc(CCNC(=O)Nc2nnc([C@H]3C[C@H](O)[C@@H](CO)O3)s2)cc1OC	-2.3%	-0.7
C[C@H](c1ccccc1)N1C[C@H](COCc2ccccc2)Oc2cc(N3CC[C@H](O)C3)ccc2S1(=O)=O	0.0%	-1.3
CCC(c1nnnn1-c1ccc2c(c1)OCCO2)N1CCN(c2ncccn2)CC1 (centres undefined)	-1.4%	-4.9
CC1(c2nc3ccccc3[nH]2)CCC(=O)N1Cc1ccccn1 (centres undefined)	-13.3%	0.3
COCCNC(=O)C1CCCN(Cc2ccccc2-c2ccccc2)CC1 (centres undefined)	17.8%	2.4
O=C(Nc1cccc(C(F)(F)F)c1)Nc1nnc([C@@H]2C[C@H](O)[C@@H](CO)O2)s1	-5.0%	2.4
CCN(CC)c1ncnc2c1ncn2[C@H]1CN(C2CCCC2)C[C@@H](CO)O1	4.8%	-0.7
O=S1(=O)N[C@H](Cc2ccccc2)COc2cc(N3CCC[C@H]3CO)ccc21	2.2%	0.3
Cc1ccc(Cn2cc(CN3CC(N4CCN(CCO)CC4)CS3(=O)=O)nn2)cc1 (centres undefined)	-10.9%	-11.6
Cc1cc2nc(NC(=O)C3(C)CCCN(C(C)C)C3)[nH]c2cc1C (centres undefined)	4.9%	-8.1
CS(=O)(=O)Nc1ccc(-c2cncc3nccn23)cc1	12.6%	-3.6
O=S1(=O)N[C@H](Cc2ccccc2)COc2cc(N3CCC[C@@H]3CO)ccc21	0.6%	-0.8
CCc1nc2c(OCc3ccc(OC)cc3)cccn2c1N(C)C(=O)c1ccncc1	-14.0%	-0.6
COCCNc1nc(NCCCN2CCCC2=O)c2sc(-c3ccccc3)cc2n1	6.6%	-2.6
CC(=O)c1cccc(-c2ccc3c(c2)C(C)(Cc2ccccc2C#N)C(=O)N3)c1 (centres undefined)	-0.3%	3.5
CC1(C(=O)NS(=O)(=O)c2cccs2)CCN1C(=O)Cc1ccc(Cl)cc1Cl (centres undefined)	-12.7%	-8.3
CN(C)c1ccc(CNC(=O)CC[C@H]2O[C@@H](n3cnc4c(NC(=O)c5ccccc5)ncnc43)[C@H](O)[C@@H]2O)cc1	-3.2%	-11.4
Cc1ccc(F)c(S(=O)(=O)NC(=O)C2(C)CCN2C(=O)COc2ccc(Cl)cc2)c1 (centres undefined)	6.3%	-2.6
O=C(NCc1ccncc1)C1Cc2c(-c3ccccc3Oc3ccccc3)ccnc2O1 (centres undefined)	3.7%	-4.3
O=C(NCc1ccc(F)c(F)c1)c1ccc(-c2ccc(F)c(F)c2)c2ccoc12	2.8%	-3.8
CC1(C)OC(=O)C2=C(C[C@@H](CCC(F)(F)F)O[C@H]2c2ccc(F)cc2)O1	1.1%	10.9
CS(=O)(=O)c1ccc(Nc2nc(C(N)Cc3ccc(Cl)cc3)cs2)cc1 (centres undefined)	-11.5%	-1.9
CN1c2ccccc2SC2C(c3ccccc3)=NOC21 (centres undefined)	-2.3%	2.6
O=C(Nc1cccc(Cl)c1)c1csc([C@@H]2O[C@H](CO)[C@H](O)[C@H](O)[C@H]2O)n1	7.6%	3.9
CC(C)[C@@H]1Cc2[nH][nH]c(=O)c2[C@H](C)O1	15.4%	1.1

Reprinted at random: four compounds from above.
Structure	GLS inhibitor	PI4K2A inh
Cc1ccccc1-c1cc2nc(NCCN3CCNC3=O)n(C)c(=O)c2s1	6.8%	-10.0
O=C(C1=NOC2(C1)C(=O)N(Cc1ccccc1)c1ccccc12)N1CCOCC1 (centres undefined)	-9.4%	3.2
CC1(C)OC(=O)C2=C(C[C@@H](CCC(F)(F)F)O[C@H]2c2ccc(F)cc2)O1	1.1%	10.9
O=S1(=O)N[C@H](Cc2ccccc2)COc2cc(N3CCC[C@H]3CO)ccc21	2.2%	0.3

Remaining list, next part:
Structure	GLS inhibitor	PI4K2A inh
CCc1nc2ccc(C(=O)N(CC)CCN(C)C)cn2c1N(CC)C(=O)NCCc1ccccc1	7.6%	2.7
COc1ccc(S(=O)(=O)NC(=O)C2(C)CCN2C(=O)CC2CCCC2)cc1 (centres undefined)	2.9%	4.8
NC(Cc1ccc(F)cc1)c1csc(NC(=O)NC(c2ccccc2)c2ccccc2)n1 (centres undefined)	5.1%	-3.4
CC(C)NC(=O)c1cc(C2CCCCN2C(=O)c2ccc(Cl)cc2)on1 (centres undefined)	1.8%	-2.3
CCCCc1c(Cc2cccc(F)c2)ncn1CCc1ccccc1OC	2.8%	0.9
CC(C)(C)S(=O)N1Cc2cc(C(=O)N3CCc4ccccc4C3)nc(-c3cccc(-c4cccnc4)c3)c2[C@@H]1CCO (some centres undefined)	-0.3%	-25.7
O=c1[nH][nH]c2c1[C@H](c1ccc(Cl)cc1)O[C@H](C1CC1)C2	22.6%	-8.8
CNC(=O)C1(C)CCN1C(=O)c1ccccc1CCc1ccccc1 (centres undefined)	-3.0%	-10.7
CCNC(=O)N(C)c1c(CC)nc2ccc(C(=O)Nc3cccc(OCC(=O)N(C)C)c3)cn12	12.3%	-3.8
Cc1ccc(CN2CC(N3CCC(Cc4ccccc4)CC3)CS2(=O)=O)cc1 (centres undefined)	7.6%	-3.3
COCCN1C(=O)CCC1(C)C(=O)Nc1ccc2ccccc2c1 (centres undefined)	-3.9%	-1.6
CCOC(=O)C1CCCN(C(=O)c2ccncc2)CC1 (centres undefined)	-4.9%	1.2
COc1ccc(CC(N)c2csc(Nc3ccc(S(C)(=O)=O)cc3)n2)cc1 (centres undefined)	-3.2%	2.8
CC1=C(C(=O)N(C(C)C)C(C)C)CC(CC(=O)NC2CCCC2)C(=O)N1Cc1ccc(F)cc1 (centres undefined)	-1.6%	0.4

Screening data (PubChem)
